Screening data from PubChem.
All columns: NCI-60 one-dose screen, growth in % after 48 h at 10 µM unless noted; 100 = growth as untreated, 0 = no growth, -100 = all killed.
HL-60(TB) = HL-60(TB) leukemia cells; AID 1794776; actives 9% (n = 78,000); active means growth percent below 10
* marks the source's active call; other numbers are inactive results; & = joins results of further samples. These rows are one share of the data; the hit share may differ from the screen's.

#	SMILES	HL-60(TB)
1	COc1cc(/C=C/C(=O)C(=Cc2ccc(F)c(F)c2)C(=O)/C=C/c2ccc(O)c(OC)c2)ccc1O	16.6
2	COc1ccc(OC)c(-c2cc(-c3c[nH]c4ccccc34)nc(N)c2C#N)c1	-32.2*
3	CCN1CCN(Cc2ccc(NC(=O)Nc3cccc(-n4ccc5c(NC(=O)c6ccccc6)nccc54)c3)cc2C(F)(F)F)CC1	111.8
4	CCOC(=O)C(C(C)=O)C(C(C)=O)C(=O)OCC (stereo not drawn)	101.2
5	O=C1c2c(c3c4ccccc4[nH]c3c3ccc4ccccc4c23)C(=O)N1CCN1CCNCC1	43.6
6	Cc1ccc(S(=O)(=O)Oc2ccc(-c3ccccc3)cc2)cc1	92.5
7	CCCCOP(=O)(N1CC1)N1CC1	111.1
8	O=C1N/C(=N/c2nc(-c3ccccc3Cl)cc(-c3ccc(Cl)cc3Cl)n2)S/C1=C/c1ccc(Cl)cc1	87.1
9	CC(C)[C@@H](C(=O)N(C(=O)NC1CCCCC1)C1CCCCC1)N1C(=O)c2ccccc2C1=O	36.9
10	Nc1ncnc2c1ncn2[C@@H]1O[C@H](C[C@H](N)CCC[C@H](N)C(=O)O)[C@@H](O)[C@H]1O	101.4
11	O=C(NCCCl)Nc1ncccc1OCc1ccc(Cl)cc1	92.5
12	CN(C)CCOc1cccc(NC2=C(Cl)C(=O)C(Nc3cccc(OCCN(C)C)c3)=C(Cl)C2=O)c1	-51.0*
13	Cc1cccc(-c2nc3c(s2)CC[C@@]2(C)C3=CC[C@H]3[C@@H]4CC[C@H](O)[C@@]4(C)CC[C@@H]32)c1	106.2
14	O=C1NC(=O)c2cc(Br)ccc21	92.8
15	Cc1ccc2nc3ccccc3c(NCc3ccccc3)c2c1	40.6
16	O=C(c1ccc(Cl)cc1)C(O)c1ccc(Cl)cc1 (stereo not drawn)	98.5
17	COc1cccc(-c2nn(C(C)(C)C)cc2-c2ccnc(NCCCNS(=O)(=O)c3ccc(F)cc3)c2)c1	92.7&103.8
18	C=CCn1c(C)nc2cc(Nc3nc(Nc4ccc5nc(C)n(CC=C)c5c4)nc4ccccc34)ccc21	84.0
19	CSc1nc(N)c2c(n1)NC(c1ccccc1)C1CCc3ccccc3C1=N2 (stereo not drawn)	26.4
20	CC(C)(C)c1nn(-c2ccccc2)c2c1COCN2Cc1ccncc1	74.5
21	NS(=O)(=O)c1ccc(N2C(=O)c3nccnc3C2=O)cc1	98.3
22	COc1ccc(C2=NN(C(C)=O)C(c3ccc4c(c3)OCO4)C2)cc1 (stereo not drawn)	104.7
23	COc1cc2c(c(OC)c1OC)-c1c(cc3c(c1OC)OCO3)C1OC2C(C)C1C (stereo not drawn) (tested in a mixture with another compound)	203.9
24	COc1ccc2c(ccc[n+]2C)c1	132.4
25	O=C(OC(c1ccccc1)c1nccc2ccccc12)c1ccccc1 (stereo not drawn)	94.5
26	C/C(=C(/C)C1CC1CCN(C(=O)c1cccs1)S(=O)(=O)c1ccc(C)cc1)C1CCCCC1 (stereo not drawn)	113.2
27	C/C(=N/NC(=S)NC1CCCCC1)c1sc(Nc2ccc(Cl)cc2)nc1C	93.8
28	COc1ccc2c(=O)cc(-c3cccnc3)oc2c1OC	98.3
29	OC(CNc1ccc(CSc2ccccc2)cc1)c1ccccc1 (stereo not drawn)	100.9
30	COc1ccc(C2=Nc3c/c(=C\c4c(O)[nH]c5ccc(OC)cc45)ccc3=N2)cc1	78.8

Some values from above:
For HL-60(TB), NS(=O)(=O)c1ccc(N2C(=O)c3nccnc3C2=O)cc1 shows 98.3
For HL-60(TB), COc1ccc2c(ccc[n+]2C)c1 shows 132.4
For HL-60(TB), C/C(=C(/C)C1CC1CCN(C(=O)c1cccs1)S(=O)(=O)c1ccc(C)cc1)C1CCCCC1 (stereo not drawn) shows 113.2
For HL-60(TB), C/C(=N/NC(=S)NC1CCCCC1)c1sc(Nc2ccc(Cl)cc2)nc1C shows 93.8

Next entries:
#	SMILES	HL-60(TB)
31	Cc1ccc(N=NNc2ccc(C)cc2)cc1	90.9
32	Nc1c(N=Nc2ccc([N+](=O)[O-])cc2)cc(S(=O)(=O)O)c2ccccc12	104.3
33	C(=C\c1ccccn1)/c1ccncc1	82.3
34	COc1cc(/C=C2\CCCC3=C2NC(C)=NC3c2cc(OC)c(OC)c(OC)c2)cc(OC)c1OC (stereo not drawn)	-4.1*
35	CSc1nc2ccccc2cc1Cc1cc(-c2ccccc2)n[nH]c1=O	99.1
36	C/C(=C(/c1ccc(Cl)cc1)c1ccc(OCCN)cc1)c1cccc(O)c1	74.1
37	COc1cnc2c(c1)C(=O)c1c-2n(CCCNC2=NCCS2)c(=O)c2cc(Cl)ccc12	-63.8*
38	CCN(Cc1ccccc1)N=Nc1ccccc1	103.8
39	CN1CCN(CCCOc2ccc3ncnc(Nc4ccc(OCc5cccc(F)c5)c(Cl)c4)c3c2)CC1	-42.3*
40	CC(C)[C@@H](C)/C=C/[C@@H](C)[C@H]1CCC2=C3CCC4=CC(=O)C=C[C@]4(C)[C@H]3CC[C@@]21C	108.4
41	C=CCSCC1Nc2cc(Cl)c(S(N)(=O)=O)cc2S(=O)(=O)N1 (stereo not drawn)	111.2
42	CC1=C(C(=O)OCc2ccccc2)C(c2cccc(C#N)c2)C(C(=O)OCc2ccccc2)=C(C)N1	37.1
43	Cc1ccc(-n2cc(/C=N/NC(=O)c3ccccc3)c(-c3ccc(S(C)(=O)=O)cc3)n2)cc1	85.5
44	S=c1[nH]nc(-c2cc(-c3cccnc3)n(-c3ccccc3)n2)o1	99.0
45	COc1ccc(N=N/N=c2\sc3cc(OC)ccc3n2C)cc1	102.4
46	O=C(NCCNC(c1ccccc1)C(NCCNC(=O)c1ccccc1)c1ccccc1)c1ccccc1 (stereo not drawn)	68.3
47	Cc1cc(O)c2c(c1)C(=O)c1cc(O)cc(O)c1C2=O	83.6&121.1
48	N#Cc1nc(-c2ccc(F)cc2)oc1S(=O)(=O)N1CCOCC1	16.0
49	O=C(Nc1ncnc2nc[nH]c12)c1ccco1	84.3
50	CCC(C)C1NC(=O)c2nc(oc2-c2ccccc2)-c2csc(n2)-c2csc(n2)-c2nc(oc2C)-c2coc(n2)CNC(=O)C(C(C)CC)NC1=O (stereo not drawn)	-69.7*
51	Nc1nc(Cn2c(-c3nonc3N)nc3ccccc32)nc(N2CCCCC2)n1	82.2
52	O=C1c2ccccc2C(=O)c2cc3c(cc21)CCCC3	90.3
53	COc1ccc(NC(=O)N2CC2)cc1	98.1
54	CN1C=C/C(=C/[N+](=O)[O-])N(C)C1=O	100.0
55	Cc1cc(C)n(C(=O)CSc2nnc3sc4ccccc4n23)n1	115.3
56	COc1ccc(CN2C(=O)C(=Nc3cc(OC)c(OC)c(OC)c3)c3cc(OC)ccc32)cc1	88.8
57	COC(=O)CC1Oc2ccc(F)cc2-c2nc(C)ncc21 (stereo not drawn)	88.6
58	O=C1C(Cl)=C(Nc2ccc(S(=O)(=O)N3CCOCC3)cc2)C(=O)c2ccccc21	-17.7*
59	Nc1nc(Cl)c(C=O)c(N2CCOCC2)n1	95.3
60	CC1=CC(=O)C2=C(C)CC(OC(=O)c3ccccc3)[C@@H]3[C@H](OC(=O)[C@@H]3C)[C@@H]12 (stereo partly drawn)	90.0
61	Nc1ncnc2c1ncn2CCO	93.7
62	COc1ccc(C2C=C(C)Oc3c2c(=O)oc2ccccc32)cc1OC (stereo not drawn)	108.5
63	CC(=O)c1cc2c(N)c(C(=O)Nc3cccc4ccncc34)sc2nc1C	86.2
64	COc1cc2c(cc1O)CC[C@@H]1[C@@H]2CC[C@]2(C)[C@@H](OCCN(C)C)CC[C@@H]12	87.6
65	O=S(=O)(Nc1cc(Cl)c(F)c(Cl)c1)c1ccc(-c2cnc(C3CC3)o2)cc1	14.1
66	CC(=O)O[C@]1(C(C)=O)CC[C@H]2[C@@H]3C[C@H](C)C4=CC(=O)NCC[C@]4(C)[C@H]3CC[C@@]21C	95.0
67	CCOC(=O)C1C(C)NC(C)C(C(=O)OCC)C1C (stereo not drawn)	82.0
68	COc1ccc(C(=O)/C=C/c2ccc(/C=C/c3cc(OC)c(OC)c(OC)c3)cc2)cc1	21.5
69	Cc1ccc2c(c1)C(N1CCCC1=O)CCN2Cc1cc2ccccc2[nH]c1=O (stereo not drawn)	96.7
70	CC(C)c1cc(C(C)(C)C)c(O)c(C(C)(C)C)c1	113.7
71	CCn1cc(C(=O)O)c(=O)c2cc(F)c(N3CCN(CC(=O)Nc4ccc(Cl)cc4)C(C)C3)c(F)c21 (stereo not drawn)	107.0
72	N#CC1(C#N)C(/C=C/c2ccccc2)OC23CCCCC2C1(C#N)C(=N)O3 (stereo not drawn)	98.6
73	COc1cnc2c(c1)C(=O)c1c-2n(CCCN2CCC[C@H]2CO)c(=O)c2cc(OC)c(OC)cc12	92.5
74	CC(=O)Nc1c(OC(C)=O)ccc2cc(Br)ccc12	98.5
75	O=C(N/N=C\c1ccc([N+](=O)[O-])cc1)C(=O)N/N=C\c1ccc([N+](=O)[O-])cc1	96.3
76	NNc1ccc2ccccc2c1	107.8&98.4
77	CC1NC(=S)NC(=O)/C1=C/c1cc(=O)oc2c1ccc1ccccc12 (stereo not drawn)	102.0
78	C=C1C2CC[C@@]3(CC[C@@H]4[C@@]5(C)CCC[C@@]4(C=[N+](CCO)C5)[C@@H]3C2)[C@@H]1O	99.3
79	CC12OC(c3ccccc3)C(C)(C1=O)C(c1ccccc1)=C2c1ccccc1 (stereo not drawn)	57.8
80	COc1ccc(N=Cc2c(O)ccc3c2oc2cc(Cl)c(O)c(Cl)c23)cc1	86.6

Other records.
#	SMILES	HL-60(TB)
81	Cc1ccc(-c2c3c(N)nc(-c4cccnc4)nc3nc3c2c(C)nn3-c2ccccc2)cc1	95.6
82	CCOC(=O)c1ccc2c(c1)nc(NS(=O)(=O)c1ccc(C(F)(F)F)cc1)n2CCCOC(C)C	97.2
83	COc1cc(C2CC(=O)NC3=NC(=O)N(c4ccccc4)C32)cc(OC)c1OC (stereo not drawn)	100.3
84	O=C(/C=C/c1ccccc1)c1ccc(N=Cc2ccccc2)cc1	54.7
85	Cc1ccc(C(=O)Nc2c(C)cccc2C)cc1	94.7
86	O=c1cnn(C2OC(COP(=O)(O)O)C(O)C2O)c(=O)[nH]1 (stereo not drawn)	32.8
87	CN1CCN(c2nc(SCc3ccc(F)cc3)nc(-c3ccc(F)cc3)c2C#N)CC1	92.5
88	NC(=O)c1ccc2c(c1)OCO2	103.3
89	CC(C)(C)NCC(O)c1ccccc1Cl (stereo not drawn)	1.7*
90	O=C(NC1CCN(Cc2ccccc2)CC1)c1cc(-c2ccncc2)nc2ccc(Cl)cc12	15.2
91	c1ccc(CC2=Nc3ccccc3N3CNN=C23)cc1	100.6
92	CCOc1ccc(NC(=O)CC(C)O)cc1 (stereo not drawn)	95.6
93	CCCCCCCCOC(=O)Nc1ccccc1	102.7
94	CC(C)NCCCNCC(=O)Nc1ccc(S(=O)(=O)c2ccc(NC(=O)CNCCCNC(C)C)cc2)cc1	87.0
95	C[C@]12C=CC(=O)C=C1[C@@H](F)C[C@@H]1[C@@H]2[C@@H](O)C[C@@]2(C)[C@H]1CC[C@]2(O)C(=O)CO	107.4
96	Cn1c(=O)c2[nH]c(C(F)(F)C(F)(F)F)nc2n(C)c1=O	139.4
97	Cc1cc(NS(=O)(=O)c2ccc(N=Nc3ccc(N)nc3N)cc2)nc(C)n1	98.3
98	O=C(Nc1c(Cl)c(C2CC2)nn1-c1ccccc1)C(Cl)(Cl)Cl	109.6
99	CCOc1ccc(NC(=S)/N=C/c2c(O)cc(C)oc2=O)cc1	98.0
100	COc1ccc(NC(=O)Cn2c(/C=C/c3ccc([N+](=O)[O-])cc3)nc3ccccc3c2=O)cc1	111.8
101	O=C(c1ccccc1)C(C(c1ccccc1)N1CCOCC1)N1CCCCC1 (stereo not drawn)	97.4
102	CCC(C#N)C(N)=O (stereo not drawn)	104.1
103	Cc1c(O)c(CN(CC(C)Cl)CC(C)Cl)cc(CN(CC(C)Cl)CC(C)Cl)c1O (stereo not drawn)	94.9
104	O=C(Nc1ccccc1)Oc1cc(Cl)c(Cl)cc1Cl	82.0
105	Cc1c(C(=O)N[C@@H](Cc2ccccc2)C(=O)C(=O)NCc2ccc(F)cc2)[nH]c2ccccc2c1=O	96.8
106	Cn1c2ncnc-2c(O)n(C)c1=O	107.3
107	N=S(=O)(NC(=O)c1ccc(Cl)cc1Cl)c1ccc(Cl)cc1 (stereo not drawn)	108.3
108	CC(=O)Nc1ccc2c(=O)cc[nH]c2n1	103.6
109	CCCCCCCCCCCCCCCCCCOc1ccc(CC(=O)OCC[N+](C)(C)C)cc1	2.3*
110	C(=C1c2ccccc2-c2ccccc21)c1ccccc1	105.4

Grouped by structure, the entries above with a thiophene ring, fused or not.
#	SMILES	HL-60(TB)
26	C/C(=C(/C)C1CC1CCN(C(=O)c1cccs1)S(=O)(=O)c1ccc(C)cc1)C1CCCCC1 (stereo not drawn)	113.2
63	CC(=O)c1cc2c(N)c(C(=O)Nc3cccc4ccncc34)sc2nc1C	86.2

Carrying on.
#	SMILES	HL-60(TB)
111	O=C(Nc1nnc(-c2ccccc2)s1)c1ccccc1	100.8
112	CCCC1c2ccc(O)cc2Oc2nc(N)c(C#N)c(N)c21 (stereo not drawn)	90.7
113	N#Cc1nc(C(c2ccccc2)c2ccccc2)oc1NCc1ccc2c(c1)OCO2	71.2
114	COC1=C[C@@]23CCC(=O)N2CCc2cc4c(cc2[C@H]3[C@H]1OC(=O)CCCC(C)C)OCO4	99.5
115	Cc1c(C)n(Cc2ccc(F)cc2)c2ccc(C(=O)NCc3ccco3)cc12	93.6
116	Cn1cc(C2=C(c3c[nH]c4ccccc34)C(=O)N(O)C2=O)c2cc(Br)ccc21	88.8
117	NC1=NC(c2ccccc2)C2=C(N1)/C(=C/c1ccccc1)CCC2 (stereo not drawn)	80.7
118	Cn1ccc(CNc2nc3ccc(OC/C(=C\F)CN)cc3o2)cc1=O	105.4
119	Cc1ccc2c(c1)SC1=NC=C(C(=O)NNC(=O)c3ccncc3)[C@H](c3ccccn3)N12	97.4
120	CN(C)CC(O)c1ccc(/C=C/c2ccc(Cl)cc2)cc1 (stereo not drawn)	-43.6*
121	CCN(CC)CCOC(=O)c1ccc(NC(=O)Nc2cccc(Cl)c2)cc1	102.7
122	NCCCNc1nc2ccccc2c2c(=O)c3cc(F)cc(F)c3sc12	61.2
123	CCN1CCN(c2ccc(NC(=O)Nc3ccc4c(c3)CCN4c3ccnc(C(=O)NC)c3)cc2C(F)(F)F)CC1	113.2
